# Screening results as filed in PubChem.
# L929 necroptosis – L929 zVAD cell death inhibition. L929 zVAD necroptosis rescue, ATP luminescence, 24 h; with zVAD 60 µM. viability rescue, % at 10 µM. 0.38% of 220,000 active;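 active = activation, scaled between plate controls, above about 75%, limit read from the data; inactive = activation under that limit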;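 note: 0% = zVAD with DMSO and 100% = DMSO alone without zVAD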
# 14-3-3 Bad inh – disrupts binding of bovine 14-3-3 zeta to phospho-Bad peptide; inhibition, % at 21.7 µM; AID 781; P63103; TR-FRET 14-3-3zeta/Dy647-pBad peptide displacement, 1 h; 0.71% of 220,000 active;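 active = inhibition above about 70%, limit read from the data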;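 note: 0% = full 14-3-3 plus peptide FRET controls and 100% = background without 14-3-3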
# Target sequence (P63103 whole entry, looked up): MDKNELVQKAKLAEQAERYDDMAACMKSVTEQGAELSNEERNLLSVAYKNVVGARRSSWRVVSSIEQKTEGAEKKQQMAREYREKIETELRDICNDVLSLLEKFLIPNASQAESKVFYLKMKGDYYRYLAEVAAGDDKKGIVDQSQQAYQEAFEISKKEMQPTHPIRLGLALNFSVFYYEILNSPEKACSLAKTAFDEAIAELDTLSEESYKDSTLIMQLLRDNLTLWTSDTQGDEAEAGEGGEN
# Runt-CBFb FRET – inhibitors of human RUNX1 Runt domain binding to CBFb | Q01196+Q13951 | Cerulean-Runt/Venus-CBFb FRET ratio 530/480, 1 h | inhibition, % at 20 µM | 0.46% of 220,000 active;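 active = inhibition over about 50% at 20 µM in the single-dose screen, limit read from the data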;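 note: 0% = DMSO wells and 100% = excess unlabeled CBFb competitor control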
#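 Reagent – Venus-CBFb binding partner, 100 nM · Assay system – Cerulean-tagged RUNX1 Runt domain (FRET donor) fusion protein · Input – 100 nM per protein · Incubation – two 1 h room-temperature incubations shielded from light · Measured by – FRET fluorescence · Medium – Tris buffer pH 7.5 with salts and BSA · Benchmarks – unlabeled CBFb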
# EBV gp42 inh – EBV gp42 inhibition; Fluorescence polarization binding assay, mP read-out; 0.42% of 220,000 active; inhibition, % (tested at 21.74 µM); in the data active = inhibition above about 50%
# Target sequence (Q1HVG2 whole entry, looked up): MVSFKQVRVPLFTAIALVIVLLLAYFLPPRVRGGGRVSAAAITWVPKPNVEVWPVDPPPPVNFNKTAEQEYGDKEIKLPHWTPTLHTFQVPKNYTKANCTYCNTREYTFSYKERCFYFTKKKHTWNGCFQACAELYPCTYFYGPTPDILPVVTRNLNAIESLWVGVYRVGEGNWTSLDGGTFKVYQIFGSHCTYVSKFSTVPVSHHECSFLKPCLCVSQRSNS
# Hck Nef HTS – inhibitors of human Hck kinase activated by Nef. P08631. Recombinant Hck-YEEI plus Nef, Z-Lyte FRET kinase assay. inhibition, % at 20 µM. 0.68% of 220,000 active. AID 463187;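 active = Hck-Nef kinase inhibition above about 50%, limit read from the data; inactive = inhibition below that limit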;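 note: 0% = DMSO with Hck plus Nef and 100% = Hck alone without Nef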
# Tb hexokinase – T. brucei hexokinase 1 inhibition; recombinant TbHK1, G6PDH-coupled NADH A340; inhibition, % at 10 µM; 0.11% of 220,000 active; AID 1430;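 active = inhibition of 50% or more in the single-dose primary screen; inactive = inhibition below 50%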
# MDM2 E3 inh – Mdm2 E3 ligase (human) inhibition; Q00987; cell-based MDM2 ubiquitination luciferase reporter, 2 h; 0 = plate control, 100 = twice control, blank-subtracted; signal enhancement, % at 5 µM; 0.11% of 210,000 active; AID 1230;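 active = signal enhancement of 30% or more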;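 note: luminescence tracks abundance of the self-degrading MDM2-luciferase fusion protein; higher signal means inhibition of MDM2 E3 ligase activity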
#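 Test system: mammalian cells stably expressing self-ubiquitinating, self-degrading MDM2 E3–luciferase fusion; Amount: 2000 cells in each well; Medium: DMEM; Schedule: 4 h settle plus 2 h compound, 37 °C; Technique: SteadyLite luciferase luminescence after 15 min room-temperature reagent incubation; Benchmarks: plate control and blank wells.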
# Runt-SMMHC FRET – blocks binding of human RUNX1 Runt domain to CBFb-SMMHC | Q01196+Q13951 | Cerulean-Runt/Venus-CBFb-SMMHC FRET ratio 530/480, 1 h | inhibition, % at 20 µM | 0.74% of 220,000 active | AID 1434;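 active = mean inhibition across duplicate retests at 20 µM reaching about 50%, limit read from the data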;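 note: 0% = DMSO wells and 100% = wells with excess untagged CBFb-SMMHC; inhibitors lower the FRET ratio by blocking Runt binding to CBFb-SMMHC; some results filed as inactive read as strong as hits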
# p47phox inh – p47phox (human) inhibition; p47phox/p22phox peptide binding, fluorescence polarization, 2 h; inhibition, % at 24.7 µM; 0.53% of 220,000 active; AID 1274;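 active = inhibition above about 30%, limit read from the data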;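 note: 0% = p47phox with labelled peptide and 100% = labelled peptide alone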
# Target sequence (P14598 whole entry, looked up): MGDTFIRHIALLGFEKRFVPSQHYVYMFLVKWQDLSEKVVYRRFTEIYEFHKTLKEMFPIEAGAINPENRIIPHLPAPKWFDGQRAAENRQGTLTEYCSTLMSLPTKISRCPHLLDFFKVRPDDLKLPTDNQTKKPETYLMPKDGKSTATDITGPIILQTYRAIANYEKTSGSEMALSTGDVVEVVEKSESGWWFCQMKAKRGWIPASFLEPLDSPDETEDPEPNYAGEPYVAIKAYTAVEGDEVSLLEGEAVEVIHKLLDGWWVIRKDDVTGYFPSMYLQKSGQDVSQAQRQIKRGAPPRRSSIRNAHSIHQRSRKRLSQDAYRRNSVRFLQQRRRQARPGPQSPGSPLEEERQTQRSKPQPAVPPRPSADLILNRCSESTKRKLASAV
# Starred values were filed as active, the others as inactive; . = not tested or not shown; [ ] = remark or other dose. Outcome played no part in choosing rows; 3.2% or so of the library scored in one or more.
mol | L929 necroptosis | 14-3-3 Bad inh | Runt-CBFb FRET | EBV gp42 inh | Hck Nef HTS | Tb hexokinase | MDM2 E3 inh | Runt-SMMHC FRET | p47phox inh
CCOc1ccc(NC(=O)CN2CCN(CC(=O)c3ccc(OC)c(OC)c3)CC2)cc1 | 2.4 | 0 | -1 | -8 | -9 | -3 | -8 | -3 | -1
COc1ccc(-c2sc(NC(=O)c3ccc(C)cc3)nc2-c2ccc([N+](=O)[O-])cc2)cc1 | 0.4 | -10 | -30 | -41 | 1 | -1 | -9 | -133 | -50
CN1C(=O)c2ccccc2NC(=O)[C@]12O[C@@H]2c1cccc(O)c1 | 0.2 | 3 | -1 | 16 | 35 | -8 | -35 | -12 | -46
COc1cc(/C=N/n2cnnc2)ccc1OCCSc1ccc(C)cc1 | -0.2 | 9 | -7 | 14 | 0 | -10 | -6 | 2 | -4
CCOc1ccc(C(CC(=O)O)NC(=O)COc2ccccc2)cc1OC (configuration not stated) | 0.8 | -10 | -2 | 3 | 16 | 1 | -6 | 19 | -1
Cc1ccc2nc(C)c(C(=O)N/N=C/c3ccccc3[N+](=O)[O-])cc2c1 | 0.2 | -9 | 0 | -5 | -2 | 24 | 0 | -1 | -3
Cc1occc1-c1nnc(SCC(N)=O)n1Cc1ccccc1 | -0.2 | 1 | 0 | -14 | 2 | -4 | 2 | -2 | -10
CCN(CC)CCCNC(=O)c1cc(Sc2nnc(C)s2)nc2ccccc12 | 79* | -17 | 2 | -21 | 3 | -10 | 1 | 1 | -4
Cc1ccc(NC(=S)NCc2cccs2)cc1 | -0.3 | -12 | 3 | -9 | 1 | -4 | -10 | 0 | -2
COC(=O)c1cccc(NC(=S)N2CCCCC2)c1 | -0.6 | -7 | 0 | 5 | -3 | -11 | -13 | 0 | 9
CCN(CC)CCCN(C(=O)c1cccs1)c1nc(-c2ccc(OC)cc2)cs1 | 0.0 | 2 | 1 | -13 | 0 | 3 | -13 | 1 | 7
CCCC(=O)Nc1cc(=O)[nH]c2ncnn12 | 0.9 | 33[fluorescence artefact?] | -1 | -27 | -1 | -1 | -7 | -2 | -8
O=C(/C=C/c1ccccc1Cl)NCCc1ccccc1 | -0.1 | -3 | -2 | -10 | 1 | 4 | -23 | -7 | 0
CCOC(=O)C1CCN(C(=O)c2ccccc2NS(=O)(=O)c2ccc(F)c(F)c2)CC1 | -0.3 | 1 | -2 | -8 | 2 | -5 | -15 | 0 | -2
O=C(COc1ccccc1)Nc1ccc2c(c1)Cc1cc(NC(=O)COc3ccccc3)ccc1-2 | 1.1 | 28 | 2 | -20 | 1 | 13 | -11 | -5 | 9
O=C(NCc1ccccc1)C1CCN(S(=O)(=O)c2cc([N+](=O)[O-])ccc2Cl)CC1 | 0.1 | 3 | 1 | -1 | -1 | -1 | . | -5 | 12
Oc1ccccc1C=NC1=NN(c2cccc(C(F)(F)F)c2)CC1 | 0.9 | -9 | 1 | 113* | 3 | 6 | -3 | 0 | -10
O=C(COC(=O)c1ccc(Cl)c(S(=O)(=O)N2CCN(c3ccc(F)cc3)CC2)c1)Nc1cccc(Cl)c1 | 1.7 | 8 | 3 | -22 | 7 | 1 | 0 | 1 | -21
COC(=O)CSc1nc2ccccc2o1 | 0.2 | -13 | -2 | 1 | -1 | 3 | -10 | -3 | 2
CCOC(=O)c1c(NC(=O)CN2C(=O)NC3(CCCCC3)C2=O)sc(C)c1-c1ccc(C)cc1 | 12 | 9 | -5 | -7 | 3 | 4 | -8 | -4 | -24
Cc1c(NC(=O)Cn2[nH]c(=O)c3ccccc3c2=O)c(=O)n(-c2ccccc2)n1C | -0.1 | -5[fluorescence artefact?] | 1 | -28 | -13 | 4 | -21 | -1 | -4
O=C(Nc1ccc2oc(-c3ccc(F)cc3)nc2c1)c1ccccc1F | 0.2 | 0 | 0 | -22 | 2 | -29 | -14 | 4 | -23
C=CCn1c(NCc2ccc(N(C)C)cc2)nc2ccccc21 | -0.1 | -25 | 2 | -13 | 11 | 10 | 1 | -1 | -3
O=C(CCSc1ccccc1)Nc1ccccc1C(=O)N1CCCC1 | -0.8 | -5 | 0 | 4 | -2 | 0 | -9 | 4 | 2
O=C(COC(=O)Cn1cnc2ccccc21)Nc1cc2c(cc1Cl)C(=O)c1ccccc1C2=O | 0.9 | 41 | 3 | -10 | 48 | -7 | -11 | -6 | 14

# Carrying on:
# Below each SMILES – L929 necroptosis	14-3-3 Bad inh	Runt-CBFb FRET	EBV gp42 inh	Hck Nef HTS	Tb hexokinase	MDM2 E3 inh	Runt-SMMHC FRET	p47phox inh
O=C(O)c1ccc(NC2=Nc3cccc4cccc2c34)cc1
  0.8	6	-1	-8	11	-16	-14	-17	-2
COc1ccc(CCn2c(-c3ccco3)nc3nc4ccccc4nc32)cc1
  0.4	6	-2	-18	8	-7	-10	-16	-15
COc1ccc2c(c1)c(=O)c(C(=O)c1ccc(C)cc1)cn2CC(=O)Nc1ccc(F)cc1
  .	-2	-2	-8	-3	2	.	-1	-23
COC(=O)c1ccc2c(=O)n(CCCCCC(=O)N3CCN(c4ccccc4)CC3)c(=O)[nH]c2c1
  6.4	3	-1	-2	2	3	-8	2	-15
N#Cc1ccc(NC(=O)Nc2cccc(C#N)c2)cc1
  2.4	-1	2	19	-5	-1	-17	4	-11
Cc1[nH][nH]c(=O)c1C(c1ccc(-c2ccccc2C(=O)O)o1)c1c(C)[nH][nH]c1=O
  2.9	29	1	-21	6	-2	-7	-2	-11
COC(=O)Cn1c(=N)n(CCN2CCCCC2)c2ccccc21
  0.1	1[fluorescence artefact?]	-2	-31	0	34	2	2	-4
CCOc1ccc(NC(=O)/C(=C\c2ccc(OC(C)=O)c(OC)c2)NC(C)=O)cc1
  0.1	-15	1	15	5	1	2	-1	-11
O=C(CCOc1ccccc1)Nc1ccc(S(=O)(=O)N2CCCC2)cc1
  0.1	-4	-2	-13	1	4	-4	0	-9
Cc1sc2nc(CN3CCOCC3)nc(NS(=O)(=O)c3ccc4c(c3)OCCO4)c2c1C
  0.4	-4	-1	-3	0	-1	-4	-1	-14
COc1ccc2[nH]cc(CCNS(=O)(=O)c3ccc(NC(C)=O)cc3)c2c1
  0.4	-14	-1	-5	19	-2	10	-2	0
CCN1CCN(C(=O)/C=C/c2ccccc2[N+](=O)[O-])CC1
  -1.7	0	0	-3	7	-1	5	-1	3
Cc1ccccc1N(CC(=O)NC1CCCC1)C(=O)c1oc(C(C)(C)C)cc1C
  -0.4	7	-2	-14	-1	-1	-12	-1	0
COc1ccc(-n2c(=O)c3c4c(sc3n(Cc3cccc(F)c3)c2=O)CN(C(C)=O)CC4)c(OC)c1
  4.6	-5	-2	-29	25	-3	3	1	-8
CCCC(=O)O[C@H]1C[C@@H](C)N(C(=O)c2ccccc2)c2ccc(C)cc21
  -0.1	3[fluorescence artefact?]	-5	-7	1	1	-8	-4	-7
O=C(Nc1nc2n(n1)C(c1ccc(F)cc1)CC(c1ccccc1)N2)c1ccco1 (configuration not stated)
  1.7	3	0	-5	13	-7	-8	-2	0
CCc1ccc(C2CC(=O)N(c3ccc(F)cc3)C3=C2C(=O)OC3)cc1 (configuration not stated)
  3.6	-4	.	0	-13	-1	-14	-2	-4
Cc1ccc(OCCCC(=O)Nc2ccccc2C(F)(F)F)cc1
  0.1	9	-4	1	0	3	-7	2	-20
Cc1ccc(NC(=O)c2cnn(C)c2)cc1[N+](=O)[O-]
  .	5	4	-8	5	-5	-7	3	0
COc1ccc(NC(=S)N(Cc2cccnc2)Cc2cc3cc(OC)c(OC)cc3[nH]c2=O)cc1
  -0.2	-12	6	-3	5	-12	-9	-5	0

# 4 entries from above, set out differently.
> COc1ccc2[nH]cc(CCNS(=O)(=O)c3ccc(NC(C)=O)cc3)c2c1
  L929 necroptosis: 0.4
  14-3-3 Bad inh: -14
  Runt-CBFb FRET: -1
  EBV gp42 inh: -5
  Hck Nef HTS: 19
  Tb hexokinase: -2
  MDM2 E3 inh: 10
  Runt-SMMHC FRET: -2
  p47phox inh: 0
> CCOc1ccc(NC(=O)/C(=C\c2ccc(OC(C)=O)c(OC)c2)NC(C)=O)cc1
  L929 necroptosis: 0.1
  14-3-3 Bad inh: -15
  Runt-CBFb FRET: 1
  EBV gp42 inh: 15
  Hck Nef HTS: 5
  Tb hexokinase: 1
  MDM2 E3 inh: 2
  Runt-SMMHC FRET: -1
  p47phox inh: -11
> CCCC(=O)O[C@H]1C[C@@H](C)N(C(=O)c2ccccc2)c2ccc(C)cc21
  L929 necroptosis: -0.1
  14-3-3 Bad inh: 3[fluorescence artefact?]
  Runt-CBFb FRET: -5
  EBV gp42 inh: -7
  Hck Nef HTS: 1
  Tb hexokinase: 1
  MDM2 E3 inh: -8
  Runt-SMMHC FRET: -4
  p47phox inh: -7
> COC(=O)Cn1c(=N)n(CCN2CCCCC2)c2ccccc21
  L929 necroptosis: 0.1
  14-3-3 Bad inh: 1[fluorescence artefact?]
  Runt-CBFb FRET: -2
  EBV gp42 inh: -31
  Hck Nef HTS: 0
  Tb hexokinase: 34
  MDM2 E3 inh: 2
  Runt-SMMHC FRET: 2
  p47phox inh: -4

# (list continues)
# Below each SMILES – L929 necroptosis	14-3-3 Bad inh	Runt-CBFb FRET	EBV gp42 inh	Hck Nef HTS	Tb hexokinase	MDM2 E3 inh	Runt-SMMHC FRET	p47phox inh
CC(=O)Nc1nnc(SCC(=O)NC(C)(C)C)s1
  1.4	5	0	-16	1	3	-15	-7	-5
COC(=O)c1nc(N)sc1-c1ccc(Cl)cc1
  -1.1	-10	2	-4	18	-7	-11	1	-6
O=C(CNC(=O)c1ccc(Br)o1)OCC(=O)c1cccc([N+](=O)[O-])c1
  1.0	-11	3	-22	22	2	-4	-2	-9
Cc1cc(OCC(=O)Nc2ccc(S(=O)(=O)N3CCN(C)CC3)cc2)ccc1Cl
  0.1	-4	-1	-8	7	-1	-7	-13	-9
CC(C)C1N=C2c3ccccc3N=C(SCC(=O)NCCc3ccc(S(N)(=O)=O)cc3)N2C1=O (configuration not stated)
  4.9	10	2	-15	-1	-9	-5	-6	-6
O=C(c1cc2ccccn2n1)N1CCN(Cc2ccccc2)CC1
  0.8	14	4	2	3	-8	-6	-3	16
O=c1nc(N2CCCCC2)nc(Nc2ccccc2)[nH]1
  -0.4	5	1	-10	1	1	-14	5	10
N#CC1=C(SCC(=O)Nc2ccc(C(=O)O)cc2)NC(=O)CC1c1ccco1 (configuration not stated)
  0.7	4	19	-6	14	-4	-5	1	-3
COc1ccc(N2CC(O)(c3ccc(C)cc3)[N+]3=C2CCCC3)cc1 (configuration not stated)
  -0.9	10	-1	5	-14	10	-14	0	-2
O=C(O)c1cc2nc(-c3cccs3)cc(C(F)(F)F)n2n1
  0.9	33	1	6	20	-20	5	-10	-2
Nc1nnc(SCC(=O)Nc2cc(S(=O)(=O)N3CCOCC3)ccc2Cl)s1
  0.8	-10	0	-1	1	-3	-12	-7	0
